Screens as filed in PubChem.
CXXC DNA block = blocks binding of human MLL CXXC domain to DNA; MLL-CXXC / FITC-HOXA9 DNA fluorescence polarization; Potency, µM (doses to about 115 µM), without a hit: at the highest dose activity change, negative = inhibition, hits mostly inhibitors; 290,000 compounds, 0.037% hits; AID 2662; active means well fitted inhibition curve with a large enough effect in the polarisation, with a control signal flat, not every such curve was filed as active; inconclusive means small, poorly fitted or top-dose-only effect, or effect the other way, or a change in a side signal; inactive means no such curve, though single readings can be large or run the other way; the % refers to the polarisation; further: potency means the concentration at half of the fitted maximal effect
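Fluorescence polarization: 7 uM MLL-CXXC (stock) preincubated 5 min with compounds, then 50 nM fluorescein-HOX-A9 DNA (stock) added; 30 min ambient. Buffer 50 mM Tris-HCl pH 7.5, 50 mM NaCl, 1 mM DTT, 0.05% BSA.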
BRCA1 expr up = increases BRCA1 expression; MCF7-BRCA1-FFLuc reporter, luminescence, 48 h; response scale: scaled: vehicle 0%, 10 µM genistein 100%; Potency, µM (titrated, usually from 46.1 µM), for inactives: at the top dose activation, usual class: activators; 380,000 compounds, 1.1% hits; AID 624202; further: potency means the concentration at half of the fitted maximal effect; nearly all actives have a fitted effect of over 80% in size; some results filed as inactive show a strong effect at the top dose
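MCF7-BRCA1-FFLuc, 2000 cells/well; 2 h attach, 37 °C/5% CO2; compound 48 h; luciferase substrate 15 min; luminescence end-point. Norm. to genistein 10 microM max activation and DMSO; concentration-response curves fitted.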
TSG101-PTAP inh = blocks PTAP/TSG101 interaction to inhibit HIV-1 budding; Q99816; Fluorescence polarization, FITC-PTAP peptide / Tsg101 binding; Potency, µM (titrated, usually from 115 µM), without a hit: top-dose activity change, negative = inhibition, hits mostly inhibitors; 340,000 tested, under 10 active; active means well fitted inhibition curve with a large enough effect in the main read-out, with a control signal flat, not every such curve was filed as active; inconclusive means small, poorly fitted or top-dose-only effect, or effect the other way, or a change in a side signal; inactive means no such curve, though single readings can be large or run the other way; further: potency means the concentration at half of the fitted maximal effect; % of control where 0% means no effect
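Fluorescence anisotropy tracks displacement of a FITC-tagged PTAP peptide (50 nM) from the Tsg101 binding domain (10 uM), following a 20 min room-temperature incubation at pH 7.5.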
AT treatment = candidate therapy for ataxia-telangiectasia; […] A-T fibroblasts, KAP-1 phosphorylation AlphaLISA; neocarzinostatin DNA damage 30 min before lysis; Potency, µM (top dose mostly 57.5 µM), for inactives: at the top dose activation, most hits filed as activators; 320,000 compounds, 0.19% hits; further: potency means the concentration at half of the fitted maximal effect; % of control where 0% means no effect; nearly all actives have a fitted effect of over 45% in size
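hTERT-immortalized A-T patient fibroblasts ([…]), 500 cells/well in OPTI-MEM, 1% FBS, got compounds for 60 min, then NCS for 30 min at 37C. Lysates were then assayed for phospho-KAP-1 by AlphaLISA (anti-pKAP1 donor, anti-KAP1 acceptor beads), 6 hr at 25C.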
TCR activator = activators of T cell receptors; Potency, µM (top dose mostly 9.22 µM), inactives show at the top dose activation of IL-2 secretion, usual class: activators; 330,000 tested, under 10 active; primary human leukocytes, anti-CD3, IL-2 HTRF, 48 h; further: % of control where 0% means no effect
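IL-2 produced over 48 hr by a-CD3 bead-stimulated primary human leukocytes exposed to compounds was detected with a homogeneous time-resolved FRET immunoassay, 665nm acceptor signal after 320nm excitation.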
a7 integrin act = integrin-mediated muscular dystrophy alleviation activation; Potency, µM (series often up to 38.3 µM), inactives show at the highest dose activation, most hits filed as activators; alpha7betagal myoblasts, beta-gal FDG fluorescence, 48 h; AID 624291; 350,000 compounds, 0.064% hits;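 further: potency means the concentration at half of the fitted maximal effect; 100% = response of the positive control SU9516; nearly all actives have a fitted effect of over 60% in size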
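alpha7betagal+/- myoblasts (passage 13, 250/well) treated 48 h at 37C with compounds at 1:260 dilution of DMSO stock. Lysed, then beta-galactosidase activity read as FDG fluorescence (ex 480/em 540) after 30 min, with pre-read for autofluorescence.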
ELG1 repair inh = ELG1-dependent DNA repair inhibition; HEK293T ELG1-luciferase reporter, luminescence, 16 h; DNA damage induced by 5-fluorouridine; Potency, µM (doses to about 46.1 µM), without a hit: top-dose activity change, negative = inhibition, most hits filed as inhibitors; 330,000 compounds, 2.3% hits; further: potency means the concentration at half of the fitted maximal effect; on the % scale 0 is the no-effect control and ±100 the full control effect; nearly all actives have a fitted effect of over 55% in size
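Quantitative HTS, concentration-response format. 2,000 cells/well co-treated with 5-fluorouridine and compound, 16 hr in 5% CO2 at 37 °C; ONE-Glo luminescence read after 30 min.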
p53 reactivator = restores transcriptional activity of mutant p53. H1299 p53-A138V BP100-luciferase reporter, luminescence, 24 h. Potency, µM (titrated, usually from 92.2 µM), without a hit: at the top dose activity change, positive = activation, hits mostly activators. 320,000 compounds, 0.063% hits; further: potency means the concentration at half of the fitted maximal effect; % of control where 0% means no effect; nearly all actives have a fitted effect of over 45% in size
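H1299 (p53-null), stable ts p53-A138V + BP100-Luc; 1000 cells/well, Opti-MEM/10% FBS; cpd 4 pt, 1:5; 24 h, 37 deg C, 5% CO2; detection reagent 10 min RT; luminescence.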
B2AR arrestin = agonists driving beta-arrestin recruitment to human beta2-adrenergic receptor. P07550. beta-arrestin recruitment to beta2AR, cell-based reporter. Potency, µM (titrated, usually from 46.1 µM), for inactives: at the highest dose activation, usual class: activators. 330,000 compounds, 0.02% hits. AID 492947;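 further: potency means the concentration at half of the fitted maximal effect; 0% = DMSO controls and full agonism = EC100 isoproterenol or metaproterenol; nearly all actives have a fitted effect of over 65% in size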
TRPV1 agonist = human TRPV1 agonism | Q8NER1 | TRPV1-expressing cells, Fluo-8 calcium influx, agonist mode | activation, % at 8.33 µM | 320,000 compounds, 0.19% hits | AID 540275; in the data active means activation above about 80%; inconclusive means between about 30% and that limit; further: 0% is about no effect
Target sequence (Q8NER1 whole entry, looked up): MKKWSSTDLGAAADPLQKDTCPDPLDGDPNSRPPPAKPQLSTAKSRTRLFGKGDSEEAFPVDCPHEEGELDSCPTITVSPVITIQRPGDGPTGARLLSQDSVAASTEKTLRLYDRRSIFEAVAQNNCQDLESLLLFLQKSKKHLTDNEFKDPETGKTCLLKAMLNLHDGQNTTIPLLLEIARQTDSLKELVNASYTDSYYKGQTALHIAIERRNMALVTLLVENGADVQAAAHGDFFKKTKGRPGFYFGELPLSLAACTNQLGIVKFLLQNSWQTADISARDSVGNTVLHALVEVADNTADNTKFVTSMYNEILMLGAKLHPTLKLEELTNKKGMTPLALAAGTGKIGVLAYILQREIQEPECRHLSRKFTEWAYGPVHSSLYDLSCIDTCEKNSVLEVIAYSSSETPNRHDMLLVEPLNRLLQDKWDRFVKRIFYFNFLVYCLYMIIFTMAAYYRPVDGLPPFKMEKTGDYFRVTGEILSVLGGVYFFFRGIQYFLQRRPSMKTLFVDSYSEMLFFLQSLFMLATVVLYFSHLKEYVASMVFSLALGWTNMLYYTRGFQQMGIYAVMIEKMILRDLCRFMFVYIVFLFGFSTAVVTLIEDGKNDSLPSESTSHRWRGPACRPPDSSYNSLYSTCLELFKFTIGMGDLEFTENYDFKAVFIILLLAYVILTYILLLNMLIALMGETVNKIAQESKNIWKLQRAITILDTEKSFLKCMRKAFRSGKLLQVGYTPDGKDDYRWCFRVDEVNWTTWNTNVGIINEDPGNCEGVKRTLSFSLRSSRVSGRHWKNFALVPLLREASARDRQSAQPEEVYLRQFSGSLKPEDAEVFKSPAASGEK
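TRPV1-expressing cells were cultured overnight at 35.5C and loaded with Fluo-8 calcium dye for 40 to 90 min at room temperature. After a 10 s baseline, compound was added and calcium influx was read kinetically for 3 min (ex 480/em 520 nm).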
An asterisk follows results filed as active; ? = inconclusive; . = no result given; [ ] = remark or other dose. Unless noted, the call rests on the fitted dose curve; in most records, active means well fitted curve in the direction sought with a large enough effect; inconclusive means small, poorly fitted or top-dose-only effect, or another doubt; inactive means no such curve, though single readings can be large; an effect the other way counts as inactive or inconclusive.

structure	CXXC DNA block	BRCA1 expr up	TSG101-PTAP inh	AT treatment	TCR activator	a7 integrin act	ELG1 repair inh	p53 reactivator	B2AR arrestin	TRPV1 agonist
O=C1c2ccccc2[C@@H]2C[C@@H](O)[C@H](Nc3cccc(Cl)n3)CCN12	.	-1%	-8%	-25%	2%[46.1 µM]	0%	?	-7%	-1.1%	.
Cc1cnc([N+](=O)[O-])n1CCOC(=O)c1cccc(F)c1	-6%	-1%	-1%	3%	6%	5%	0%	4%	-0.6%	-4
O=C(NC1CCN(Cc2ccccc2)CC1)c1cccc(Br)c1	?	-15%	1%	6%	-3%	0%	-5%	-5%	-0.4%	18
CNC1(c2nnnn2-c2ccccc2C)CCOC(C)(C)C1 (stereo not given)	-5%	-19%	-5%	-35%	6%	16%	?	26%	-0.1%	2
CCc1cc(OCCN2C(=O)NC(C)(C)C2=O)ccc1Cl	-9%	1%[1.84 µM]	-3%	.	-2%	-22%	-3%	-2%	0.2%	?
CS(=O)(=O)N(CC(=O)N1CCN(c2ccccc2)CC1)C1CCCCC1	-2%	13%	-3%	-3%	-9%	13%	-2%	-6%	0.1%	1
COc1cccc(-c2nn(-c3ccc(C)cc3)cc2C(=O)NCC2CCCO2)c1 (stereo not given)	.	6%	0%	7%	1%	25%	-29%	0%	-0.1%	?
CCN(CCCNC(=O)CC1Oc2ccc(C)cc2NC1=O)Cc1ccccc1 (stereo not given)	10%	-12%	-3%	21%	-3%[46.1 µM]	11%	13%	-9%	0.4%	-8
CCN(CC)S(=O)(=O)c1ccc(OC)c(NC(=O)c2ccc(=O)[nH]c2)c1	-20%	-4%	-5%	23%	0%	-14%	7%	-3%	0.1%	0
Cc1nn(-c2ccccc2)c(N2CCCCC2)c1/C=N/NC(=O)c1ccncc1	3%	-18%	-2%	-1%	-5%	0%	?	-3%	-0.4%	?
O=C(NNC(=S)Nc1ccc(F)cc1F)c1ccco1	1%	42%	-1%	3%	2%	24%	?	?	-0.7%	2
CCN(CC)CCNc1ccc(Cl)cc1[N+](=O)[O-]	.	1%	0%	.	-1%	0%	.	.	.	.

Other results
structure	CXXC DNA block	BRCA1 expr up	TSG101-PTAP inh	AT treatment	TCR activator	a7 integrin act	ELG1 repair inh	p53 reactivator	B2AR arrestin	TRPV1 agonist
O=C(NC(O)C(=O)c1ccccc1)c1cccs1 (stereo not given)	13%	-1%	1%	1%	-2%	-7%	18%	-6%	-0.1%	0
Cc1ccc(C(=O)N2CCN(c3ncccn3)CC2)o1	1%	-13%	0%	3%	5%	-8%	5%	-1%	-0.7%	-4
COc1cc2c(cc1OC)CN(CC(=O)NC(=O)NCc1ccccc1)CC2	10%	0%	-3%	-4%	5%	-28%	?	-6%	0.4%	-1
COc1ccccc1CCNC(=O)c1cccc(NC(=O)CC2SC(N3CCCCC3)=NC2=O)c1 (stereo not given)	.	-5%	-1%	.	2%	-20%	.	.	.	.
O=C(O)CCCN1C(=O)C2C3CC(C2C1=O)C1C(c2ccccc2)c2sc(=O)n(-c4ccccc4)c2SC31 (stereo not given)	-4%	-13%	-4%	-3%	2%	14%	13%	6%	-0.1%	-9
COc1ccc(NC(=S)NC2CCCC2)c(OC)c1	-1%	5%	-2%	16%	.	-7%	?	.	-1.3%	1
O=C(Oc1ccccc1C(=O)N1CCOCC1)c1cccc(Br)c1	66%[activator]	12%	0%	7%	-4%	24%	6%	2%	-0.3%	20
CCc1noc(N)c1C(=O)Nc1ccc(Cl)cc1	6%	4%	-5%	3%	1%	-3%	?	-3%	-0.6%	-6
Cc1c(CC(=O)O)c(=O)oc2cc3occ(-c4ccc(F)cc4)c3cc12	-10%	?	-3%	9%	-2%	1%	22%	14%	-1.1%	1
COc1ccc(Cl)cc1NC(=O)CN(C)CC(=O)Nc1ccc(C)cc1Br	10%	-33%	0%	1%	-1%	9%	?	1%	-0.1%	0
COCCN(C(=O)CCC(=O)Nc1ccccn1)C(C(=O)NC(C)(C)C)c1ccc(OC)cc1 (stereo not given)	4%	-14%	1%	8%	6%	-8%	-6%	1%	-0.3%	0
O=C(C(c1ccccc1)c1ccccc1)N1CCN(Cc2ccccn2)CC1	-7%	-8%	3%	-6%	2%	-10%	13%	-3%	-0.3%	5

Other records follow:
structure	CXXC DNA block	BRCA1 expr up	TSG101-PTAP inh	AT treatment	TCR activator	a7 integrin act	ELG1 repair inh	p53 reactivator	B2AR arrestin	TRPV1 agonist
O=C(Nc1ccccc1)C(=O)Nc1ccc2c(c1)N(C(=O)C1CC1)CCC2	.	?	-11%	13%	0%	?	?	?	-0.3%	9
COc1ccc(C2SCC(C(=O)O)N2C(C)=O)cc1 (stereo not given)	1%	1%	-8%	0%	-1%	2%	6%	0%	-0.6%	0
CCOC(=O)c1c(C)c(C(=O)N2CCCCCC2)c(C)n1CC	-6%	-23%	-4%	7%	.	26%[7.66 µM]	2%	-13%	-0.4%	8
Cc1nc(N2CCC(C)CC2)c2c(C)c(C(=O)Nc3ccc(C)c(F)c3)sc2n1	-3%	-33%	-15%	0%	2%	9%	-14%	-3%	-0.1%	?
COc1cc(/C=N/NC(=O)c2cccc([N+](=O)[O-])c2)ccc1OC(=O)c1ccco1	50%[activator]	-26%	1%	0%	-6%	15%	4%	2%	-0.6%	-2
CCOC(=O)c1c(-c2ccc(C)cc2C)csc1NC(=O)CSc1nnnn1C	9%	-77%	-18%	10%	1%	-42%	?	-15%	0.8%	2
Nc1cc(S(=O)(=O)N2CCCCC2)ccc1Oc1ccccc1	-7%	-19%	-2%	4%	9%	-24%	?	-1%	-1.2%	7
O=C(COC(=O)c1cc2ccccc2cc1O)NC(=O)NCc1ccco1	-1%	0%	0%	19%	-1%	13%	11%	0%	-0.9%	1
CCN1CCN(CC(O)COC(c2ccccc2)c2ccccc2C)CC1 (stereo not given)	?	-6%	-3%	0%	0%	-22%	0%	-4%	-0.4%	-8
Cc1nonc1C(=O)N1CCCC(Nc2ccc(C(C)C)cc2)C1 (stereo not given)	0%	-3%	-6%	-1%	-3%	-26%	-20%	6%	-0.1%	?
Nc1ccc(Br)cc1-c1nc2ccccc2[nH]c1=O	-19%	-51%	-5%	0%	-1%	23%	5%	5%	-0.3%	0
CC(C)N=C(NS(=O)(=O)NC(=O)c1ccccc1)c1ccccc1	8%	-5%	0%	4%	-2%	-21%	6%	2%	0.5%	-5

Other results.
structure	CXXC DNA block	BRCA1 expr up	TSG101-PTAP inh	AT treatment	TCR activator	a7 integrin act	ELG1 repair inh	p53 reactivator	B2AR arrestin	TRPV1 agonist
Cc1ccc(-c2nn(-c3ccccc3Cl)cc2C(=O)NCC2CCCO2)cc1 (stereo not given)	.	-33%	-5%	2%	-4%	24%	-20%	-12%	-0.2%	?
c1ccc2c(c1)OCC(c1csc3ncnc(N4CCCCC4)c13)O2 (stereo not given)	4%	-24%	0%	7%	3%[46.1 µM]	25%	?	1%	0.0%	11
Cc1ccc(S(=O)(=O)N(C)c2ccc(OC(=O)COc3ccccc3)cc2)cc1	.	1%	-2%	8%	4%	23%	?	-4%	-1.7%	.
O=c1c2ccccc2c(-c2ccccc2)nn1-c1ccccc1	-3%	3%	-1%	1%	5%	-17%	-11%	-4%	-0.1%	3
CC(=O)c1ccc(NC(=O)C[n+]2ccccc2)cc1	-4%	31%	-3%	0%	-6%	5%	11%	.	-0.3%	1
O=C(COC(=O)CCCOc1ccc(Cl)cc1Cl)NCc1ccc(F)cc1	-3%	-1%	-1%	0%	-2%[46.1 µM]	-7%	20%	-11%	-0.8%	?
O=C(NCCCSc1ccccc1)c1ccc(=O)[nH]c1	13%	-10%	-1%	15%	-4%	3%	-1%	8%	-0.2%	?
COc1ccc(S(=O)(=O)N(C)c2ccccc2)c2cccnc12	51%[activator]	-26%	-3%	-4%	-2%	25%	11%	-8%	-0.3%	-4
O=C(NC(=S)Nc1cc(S(=O)(=O)N2CCOCC2)ccc1N1CCOCC1)C1CCCC1	-4%	.	.	2%	.	.	-9%	-1%	-0.6%	-1
CC(c1ccco1)N(C(=O)COc1ccc(Cl)cc1Cl)c1ccccn1 (stereo not given)	-2%	3%	-5%	2%	-1%	-35%[inhibitor]	?	5%	-0.2%	4
O=C(COC(=O)c1ccc(S(=O)(=O)NCc2ccco2)cc1)Nc1ncc(Cl)cc1Cl	6%	-6%	-2%	-1%	-6%[46.1 µM]	-8%	7%	1%	-0.5%	1
